Source: PubChem BioAssay
RGS4 inhibitor: blocks human RGS4-accelerated GTP hydrolysis | P49798 | Transcreener GDP fluorescence polarization, RGS4-accelerated GTP hydrolysis | Potency, µM (doses to about 114 µM), for inactives: at the highest dose activity change, negative = inhibition, usual class: inhibitors | 390,000 compounds, 0.039% hits | AID 504845; further: potency means the concentration at half of the fitted maximal effect; on the % scale 0 is the no-effect control and ±100 the full control effect; nearly all actives have a fitted effect of over 75% in size; some results filed as inactive show a strong effect at the top dose
Target sequence (P49798 whole entry, looked up): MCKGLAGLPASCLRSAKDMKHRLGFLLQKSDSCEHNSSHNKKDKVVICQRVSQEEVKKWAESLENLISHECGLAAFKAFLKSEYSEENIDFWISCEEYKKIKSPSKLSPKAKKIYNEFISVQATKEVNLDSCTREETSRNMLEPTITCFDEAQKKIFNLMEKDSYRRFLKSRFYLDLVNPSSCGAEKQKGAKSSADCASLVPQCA
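MLSMR compounds (23 nl, pin-transferred) preincubated 10 min at room temperature with a 500nM (2x) first reagent, then RGS4 at 900nM (2x) plus Transcreener GDP mix added; fluorescence polarization (620/688 nm) read before and after 90 min at 30 °C.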
LDHA block: inhibitors of human lactate dehydrogenase A. purified LDHA, NADH/diaphorase-resazurin fluorescence; hits give low values. 480,000 compounds, 0.15% hits. activity change, % (values are at about 110 or 230 µM). P00338; in the data active means activity change below about -30%; inconclusive means mostly about -25% to -30%;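 further: plate controls were DMSO wells for no effect and wells without enzyme for full effect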
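LDH5 2 nM; NADH 0.06 mM, pyruvate 0.2 mM; 200 mM Tris pH 7.4, EDTA, Tween-20; 5 min RT. Detection: diaphorase 0.133 mg/mL + resazurin 37 µM, fluorescence ex540/em590 at 0 and 20 min; normalized to enzyme-free and DMSO wells.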
Vif-APOBEC3G blk: inhibitors of Vif-APOBEC3G interaction; Q9HC16; HeLa A3G-eYFP + Vif (tagged APOBEC3G with the HIV-1 protein that degrades it), YFP fluorescence, overnight; Potency, µM (top dose mostly 46.1 µM), for the others: at the highest dose activity, negative = active, hits mostly inhibitors; 410,000 compounds, 0.076% hits; AID 602310;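 further: potency means the concentration at half of the fitted maximal effect; on the % scale 0 is the no-effect control and ±100 the full control effect; nearly all actives have a fitted effect of over 60% in size; hits raise eYFP signal because A3G escapes Vif-driven loss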
Target sequence (Q9HC16 whole entry, looked up): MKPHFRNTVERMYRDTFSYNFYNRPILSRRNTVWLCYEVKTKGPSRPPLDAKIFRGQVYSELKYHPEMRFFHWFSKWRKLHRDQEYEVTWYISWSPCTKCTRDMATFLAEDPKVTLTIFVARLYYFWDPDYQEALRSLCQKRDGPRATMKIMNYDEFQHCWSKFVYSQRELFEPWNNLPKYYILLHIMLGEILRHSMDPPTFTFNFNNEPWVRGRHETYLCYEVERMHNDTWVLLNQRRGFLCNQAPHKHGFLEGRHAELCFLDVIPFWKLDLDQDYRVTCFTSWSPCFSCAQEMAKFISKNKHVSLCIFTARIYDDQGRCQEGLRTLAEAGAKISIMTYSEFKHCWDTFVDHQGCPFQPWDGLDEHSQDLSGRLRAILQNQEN
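HeLa cells stably expressing Vif and C-terminally eYFP-tagged A3G, seeded overnight at 37 deg C, then exposed to compound by pintool overnight at 37 deg C. Rise in yellow fluorescence (Ex 488/Em 500-530, Acumen) marks blocked Vif-driven A3G degradation.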
TrxR1 inh: blocks rat thioredoxin reductase 1 | recombinant rTrxR1, NADPH fluorescence consumption, selenite substrate | Potency, µM (series often up to 114 µM), for inactives: at the top dose activity change, negative = inhibition, usual class: inhibitors | 390,000 compounds, 1% hits | AID 588453; further: potency means the concentration at half of the fitted maximal effect; on the % scale 0 is the no-effect control and ±100 the full control effect; nearly all actives have a fitted effect of over 65% in size
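Rat TrxR1 (90 nM in the dispensed reagent) was pre-reduced with 400 uM NADPH for 5 min at room temperature, then incubated with compound for 15 min. After 400 uM selenite was added, NADPH fluorescence (Ex 340/Em 450 nm) was followed for 8 min.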
IDH1 R132H inh: blocks human mutant IDH1 R132H enzyme. O75874. IDH1-R132H enzyme, NADPH consumption, diaphorase/resazurin fluorescence. Potency, µM (doses to about 76.6 µM), without a hit: at the top dose activity change, negative = inhibition, usual class: inhibitors. 390,000 compounds, 0.093% hits; further: potency means the concentration at half of the fitted maximal effect; on the % scale 0 is the no-effect control and ±100 the full control effect; nearly all actives have a fitted effect of over 65% in size
Target sequence (O75874 whole entry R132H, stated change not applied): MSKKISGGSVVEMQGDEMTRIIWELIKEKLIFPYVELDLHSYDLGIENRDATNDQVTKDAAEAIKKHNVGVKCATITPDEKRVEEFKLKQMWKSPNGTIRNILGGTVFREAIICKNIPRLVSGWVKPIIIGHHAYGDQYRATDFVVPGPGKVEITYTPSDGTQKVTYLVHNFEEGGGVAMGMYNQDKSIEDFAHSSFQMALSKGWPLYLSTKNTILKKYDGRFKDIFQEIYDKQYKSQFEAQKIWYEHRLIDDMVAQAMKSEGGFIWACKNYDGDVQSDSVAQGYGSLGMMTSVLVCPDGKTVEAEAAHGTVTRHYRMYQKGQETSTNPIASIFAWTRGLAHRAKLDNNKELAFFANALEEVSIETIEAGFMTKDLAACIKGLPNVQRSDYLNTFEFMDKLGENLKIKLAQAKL
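IDH1-R132H (0.5 ug/mL dispensed) in pH 7.5 Tris buffer was preincubated 30 min with compound, then given a substrate mix of 0.016 mM NADPH and 2 mM alpha-KG for 80 min at room temperature; remaining NADPH was read by diaphorase/resazurin fluorescence.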
TrxR1 substrate: is turned over as a substrate by rat TrxR1. 390,000 compounds, 0.01% hits. purified TrxR1 substrate turnover, NADPH consumption readout. Potency, µM (doses to about 114 µM), for inactives: at the top dose activity change, negative = substrate turnover. O89049; further: potency means the concentration at half of the fitted maximal effect; on the % scale 0 is the no-effect control and ±100 the full control effect; nearly all actives have a fitted effect of over 50% in size
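Rat TrxR1, dispensed at 90 nM, was prereduced with 400 uM NADPH (final) for 5 min at ~22 deg C, then incubated with compound 15 min before 400 uM selenite. A first-read NADPH fluorescence drop versus no-compound background flagged substrates.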
GRP78 ERSR act: induces the endoplasmic reticulum stress response in human glioma cells | Potency, µM, for inactives: at the highest dose activation, usual class: activators | AID 602332 | U87-MG GRP78 promoter luciferase reporter, 16 h | 420,000 compounds, 0.02% hits; further: potency means the concentration at half of the fitted maximal effect; series mostly up to about 76 µM; % of control where 0% means no effect; nearly all actives have a fitted effect of over 35% in size
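Stably transfected U87-MG glioma cells carrying a GRP78-based luciferase sensor; 16 h compound incubation. Luminescence end-point read 10 min after Bright-Glo addition at room temperature.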
Vif-A3F inh: inhibitors of Vif-A3F interaction; HeLa A3F-eYFP + Vif (tagged APOBEC3F with the HIV-1 protein that degrades it), YFP fluorescence increase; AID 602313; 390,000 compounds, 0.2% hits; Potency, µM (titrated, usually from 46.1 µM), inactives show top-dose activity, negative = active; further: potency means the concentration at half of the fitted maximal effect; % of control where 0% means no effect; nearly all actives have a fitted effect of over 65% in size
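HeLa cells stably expressing A3F-eYFP plus Vif, plated and incubated overnight at 37 deg C, then exposed to compounds overnight at 37 deg C. Blocked degradation read as raised yellow fluorescence (Ex 488/Em 500-530).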
USP1-UAF1 inh: blocks the human USP1/UAF1 deubiquitinase complex; recombinant USP1/UAF1, Ub-Rhodamine cleavage fluorescence; Potency, µM (top dose mostly 57.1 µM), for inactives: at the top dose activity change, negative = inhibition, hits mostly inhibitors; AID 743255; O94782; 390,000 compounds, 0.23% hits; further: potency means the concentration at half of the fitted maximal effect; on the % scale 0 is the no-effect control and ±100 the full control effect; nearly all actives have a fitted effect of over 60% in size; inactives centre near -12
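1 nM enzyme complex + cpd, 15 min RT; start with Ub-Rho 150nM final; kinetic fluorescence ex 480/em 540, 6 reads q60 s. Buffer 50mM HEPES pH 7.8, 0.5mM EDTA, 0.1 mg/ml BSA, 1mM TCEP, 0.01% Tween-20.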
The depositor's hits bear a star; ? = inconclusive; . = not tested or not shown; & = joins results of further samples; [ ] = remark or other dose. Unless noted, the call rests on the fitted dose curve; in most records, active means well fitted curve in the direction sought with a large enough effect; inconclusive means small, poorly fitted or top-dose-only effect, or another doubt; inactive means no such curve, though single readings can be large; an effect the other way counts as inactive or inconclusive. Only part of the results is shown; count on the stated rates, not on these rows.

SMILES | RGS4 inhibitor | LDHA block | Vif-APOBEC3G blk | TrxR1 inh | IDH1 R132H inh | TrxR1 substrate | GRP78 ERSR act | Vif-A3F inh | USP1-UAF1 inh
O=C(CN1CCCC1)N1c2ccccc2Sc2ccc(Cl)cc21 | -18% | -1 | 5% | 22% | 8% | 9% | 0% | -2% | -16%
O=C(COC(=O)C1(c2ccccc2)CC1)NNC(=O)c1ccccc1 | -9% | -4 | 0% | 18% | 2% | 0% | -5% | 1% | -9%
O=C(Nc1ccnc(-c2ccncc2)n1)c1ccc(Cl)cc1 | -18% | 0 | -3% | 14% | -4% | 2% | -4% | ? | -4%
O=C(NC(=S)Nc1ccc(N2CCCCC2)c(Cl)c1)c1cccs1 | -28% | -1 | -4% | -16% | 2% | 5% | -4% | ? | -23%
CC1CCCC(C)N1C(=O)c1ccc(S(=O)(=O)NCc2ccco2)cc1 (stereo not given) | 15% | -5 | 1% | 14% | 5% | 6% | -3% | -3% | -12%
C=CC(N)CCC(=O)O (stereo not given) | -2%[56.9 µM] | . | . | 26%[57.1 µM] | . | 10%[57.1 µM] | -3%&-1%&-4% | . | .
CN(C(=O)c1ccc(NC(=O)Cc2cccc(NC(=O)C3CCCN(C(=O)CCc4ccccc4)C3)c2)cc1)C1CC1 (stereo not given) | 11% | -7 | 1% | 10% | -4%[38.3 µM] | 0% | -1% | 2% | -8%
Cc1ccc(-c2onc(C)c2C)cc1S(=O)(=O)NC1CCCCC1 | 4% | 0 | -8% | 5%[57.1 µM] | 4% | 3%[57.1 µM] | -4% | -6% | -23%
Cc1ccc2nsnc2c1S(=O)(=O)NCc1cccnc1 | 4% | -3 | 0% | 4% | 8% | 4% | 0% | -6% | -14%
CCN1CCN(CCCOc2ccc(Cl)cc2Br)CC1 | -13%[56.9 µM] | ? | -2% | -10% | -7% | -7% | 1% | 6% | 8%
S=c1[nH]c(-c2ccccc2)cn1/N=C/c1ccccc1Br | -42% | 1 | -3% | 10%[57.1 µM] | 3% | -5%[57.1 µM] | 2% | 1% | -20%
Cc1ccc(-c2csc(NC(=O)c3c(C)noc3C)n2)s1 | -13% | 0 | 0% | -12% | 3% | -4% | -4% | 3% | -13%
CC(C)C(OC(=O)CN1C(=O)COc2ccccc21)C(=O)NC1CCCC1 (stereo not given) | 7% | -9 | -1% | 21% | 5% | 8% | -3% | -7% | -3%
O=C(N/C(=C/c1cn(-c2ccccc2)nc1-c1ccccc1)C(=O)N1CCOCC1)c1ccc(Cl)cc1Cl | -6% | -1 | -1% | 16% | 8% | 0% | -3% | -6% | -17%
COc1ccc(C)cc1NC(=O)CN(C)S(=O)(=O)c1ccc2c(c1)CCCN2C(C)=O | 12%&8% | 0&-4 | 1%&2% | 15% | -2%&41% | 5% | -4%&-4% | 4%&-4% | -19%&-16%

Record cards, as listed above. Order of screens: RGS4 inhibitor	LDHA block	Vif-APOBEC3G blk	TrxR1 inh	IDH1 R132H inh	TrxR1 substrate	GRP78 ERSR act	Vif-A3F inh	USP1-UAF1 inh
Record of `CN(C(=O)c1ccc(NC(=O)Cc2cccc(NC(=O)C3CCCN(C(=O)CCc4ccccc4)C3)c2)cc1)C1CC1` (stereo not given) = 11%	-7	1%	10%	-4%[38.3 µM]	0%	-1%	2%	-8%
Record of `O=C(N/C(=C/c1cn(-c2ccccc2)nc1-c1ccccc1)C(=O)N1CCOCC1)c1ccc(Cl)cc1Cl` = -6%	-1	-1%	16%	8%	0%	-3%	-6%	-17%
Record of `CC(C)C(OC(=O)CN1C(=O)COc2ccccc21)C(=O)NC1CCCC1` (stereo not given) = 7%	-9	-1%	21%	5%	8%	-3%	-7%	-3%

(next part)
SMILES | RGS4 inhibitor | LDHA block | Vif-APOBEC3G blk | TrxR1 inh | IDH1 R132H inh | TrxR1 substrate | GRP78 ERSR act | Vif-A3F inh | USP1-UAF1 inh
CC(C)(C)OC(=O)N1CCC(c2c(C(=O)NC3CCCCC3)cnn2-c2ccc(F)cc2F)CC1 | 0% | 3 | 1% | 16% | 0% | -1% | -3% | 3% | -11%
CCCCCNc1nc(N2CCCC2)c2c(c1C#N)CCN(C)C2 | -46% | 17 | 0% | 4% | 7% | 14% | -12% | -11% | -19%
Cc1c(NC(=O)COC(=O)C23CC4CC(CC(O)(C4)C2)C3)c(=O)n(-c2ccccc2)n1C | 3% | -12 | 1% | 38% | 15% | 21% | -8% | 2% | -3%
O=C(c1cccc(Br)c1)N1CCN(C(=O)c2cccc(Br)c2)CC1 | -31% | -11 | -1% | 0% | 0% | 4% | -2% | . | -6%
COc1ccc(S(=O)(=O)NCC2CCC(C(=O)NCCCN3CCCC3=O)CC2)cc1 (stereo not given) | 15%[56.9 µM] | -5 | -1% | -16% | -9% | -17% | -5% | 4% | -8%
NCCNC(=O)Cn1c(=O)c2c3c(sc2n(Cc2ccccc2)c1=O)CCCC3 | -7% | -10 | 0% | 12%[57.1 µM] | -1% | 7%[57.1 µM] | -5% | -2% | -15%
N#Cc1ccc(N2CCOCC2)c([N+](=O)[O-])c1 | ? | -5 | -2% | 13%[57.1 µM] | 5% | 7%[57.1 µM] | -3% | -7% | -16%
CN(C)S(=O)(=O)N(CC(=O)Nc1ccc(F)c(F)c1)c1ccccc1 | 6% | 2 | -1% | 16% | 0% | 4% | -4% | -5% | -6%
NC(N)=NC(N)=Nc1cccc(Cl)c1 | -14%[56.9 µM] | 8&-12 | -6% | -13%[57.1 µM] | 3% | -6%[57.1 µM] | -7%&-4%&-2%&-4% | 7% | 15%
COc1ccccc1CN(CC(=O)NCc1ccco1)C(=O)CNS(=O)(=O)c1ccccc1 | -48% | -11 | 0% | ? | 2% | 12%[57.1 µM] | -3% | 7% | -3%
Cc1ccc(C)c(NC(=O)CSc2nnc(CNC(=O)c3ccco3)n2C)c1 | 9% | -5 | 2% | 14% | -3% | 8% | -1% | -3% | -7%
Cc1cccc(N=C2NC(=O)CS2)c1C | -9% | -6 | 0% | 6%[57.1 µM] | 4% | 6%[57.1 µM] | -1% | 0% | -13%
O=C(COC(=O)c1ccc(C(F)(F)F)cc1)NC(=O)NC1CCCC1 | 13% | -1 | -1% | 13% | 10% | -4% | -6% | -20% | -13%
Cc1nc2ccccc2n1S(=O)(=O)c1cc(C(=O)O)ccc1Cl | -6% | -8 | -3% | 15% | -1% | 2% | 0% | 2% | -20%
COc1cc(/C=N/NC(=O)c2ccc(N(C)S(=O)(=O)c3ccccc3)cc2)cc(OC)c1OC | -17% | -8 | -2% | 15% | 0% | 23% | -3% | -15% | -23%

Among those listed so far, these contain a cyano group:
SMILES | RGS4 inhibitor | LDHA block | Vif-APOBEC3G blk | TrxR1 inh | IDH1 R132H inh | TrxR1 substrate | GRP78 ERSR act | Vif-A3F inh | USP1-UAF1 inh
CCCCCNc1nc(N2CCCC2)c2c(c1C#N)CCN(C)C2 | -46% | 17 | 0% | 4% | 7% | 14% | -12% | -11% | -19%
N#Cc1ccc(N2CCOCC2)c([N+](=O)[O-])c1 | ? | -5 | -2% | 13%[57.1 µM] | 5% | 7%[57.1 µM] | -3% | -7% | -16%

Other entries follow.
SMILES | RGS4 inhibitor | LDHA block | Vif-APOBEC3G blk | TrxR1 inh | IDH1 R132H inh | TrxR1 substrate | GRP78 ERSR act | Vif-A3F inh | USP1-UAF1 inh
CC(C)C(=O)NC(c1cccs1)c1cc([N+](=O)[O-])c2cccnc2c1O (stereo not given) | -29% | 11 | -26% | ? | ? | -23% | 3% | ? | -10%
Cc1cccc(CC(Cc2nc3ccccc3[nH]2)c2nc3ccccc3[nH]2)c1 (stereo not given) | -11% | -5 | -13% | -13% | -1% | -12% | -3% | -7% | -2%
Cc1ccc(OCC(O)CN2CCOCC2)c(C)c1 (stereo not given) | 11% | -1 | 0% | 29% | -3% | 0% | -3% | 7% | -9%
Cc1ccccc1-n1ncc(C(C)NC(=O)c2ccccc2)c1C (stereo not given) | 6% | -1 | 3% | 7% | -3% | 0% | 1% | ? | -6%
